From PubChem
ERK AVP inh: qHTS Assay for Inhibitors of the ERK Signaling Pathway using a Homogeneous Screening Assay; HEK293-V1b, vasopressin-stimulated pERK AlphaScreen; Potency, µM (top dose mostly 57.5 µM), for inactives: at the highest dose activity, negative = inhibition, usual class: inhibitors; actives 0.99% (n = 72,000); AID 995, 2007; also: potency is read from the fitted curve at half-maximal effect; % is scaled to controls: 0 for no effect and ±100 for the full control effect; nearly all actives have a fitted effect of over 55% in size
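V1b-HEK293 cells; cpd 30 min 37C; 25 nM vasopressin 5 min; lyse 10 min; AlphaScreen beads 5 hr RT. Normalized to DMSO basal and 25 nM vasopressin; AC50 by Hill fit.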
Tau fil binding: qHTS Assay for Tau Filament Binding; Microtubule-associated protein tau (Homo sapiens), P10636; recombinant tau filaments, thioflavin S fluorescence, 15 h; filaments grown with octadecylsulfate alongside compound; Potency, µM (titrated, usually from 57.1 µM), without a hit: at the highest dose activity change, negative = inhibition; actives 2% (n = 71,000); AID 596, 2007;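 also: potency is read from the fitted curve at half-maximal effect; % is scaled to controls: 0 for no effect and ±100 for the full control effect; actives lower thioflavin S fluorescence by blocking filaments or displacing dye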
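ThS-based fibril read: tau 1 uM final, inducer ODS 30 uM final, 37 C for 15 h, ex 450/em 510 nm.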
Caspase-7 inhib: qHTS Assay for Allosteric/Competitive Inhibitors of Caspase-7; actives 0.02% (n = 75,000); recombinant caspase-7, Ac-DEVD-AFC fluorescence rate; Potency, µM (titrated, usually from 57.5 µM), for the others: at the highest dose activity change, negative = inhibition, hits mostly inhibitors; P55210; active = well fitted inhibition curve with a large enough effect in the main read-out, with a control signal flat, not every such curve was filed as active; inconclusive = small, poorly fitted or top-dose-only effect, or a change in a side signal; also: potency is read from the fitted curve at half-maximal effect; % of control where 0% means no effect
HEK293 cAMP cs: qHTS Assay for Agonists of the Thyroid Stimulating Hormone Receptor: Activators of Intracellular cAMP Concentrations in Parental HEK 293; parental HEK293 CNG cAMP sensor, membrane potential fluorescence; Potency, µM (doses to about 57.1 µM), inactives show at the top dose activation, hits mostly activators; actives 2.5% (n = 73,000); also: potency is read from the fitted curve at half-maximal effect; % of control where 0% means no effect; nearly all actives have a fitted effect of over 55% in size
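Parental HEK 293 cells stably expressing a cAMP-gated CNG channel were loaded with membrane potential dye containing 100 uM RO 20-1724 for 60 min. Compound added for 30 min; depolarization read as fluorescence intensity at 590 nm.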
Casp1 inh: qHTS Assay for Allosteric/Competitive Inhibitors of Caspase-1. P29466. Caspase-1 enzyme, Ac-WEHD-AFC fluorogenic rate. Potency, µM (highest dose often 57.5 µM), without a hit: at the highest dose activity change, negative = inhibition, most hits filed as inhibitors. actives 0.03% (n = 75,000);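 also: potency is read from the fitted curve at half-maximal effect; plate controls were vehicle for no effect and no substrate for full effect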
Target sequence (P29466 120-297 limits assumed): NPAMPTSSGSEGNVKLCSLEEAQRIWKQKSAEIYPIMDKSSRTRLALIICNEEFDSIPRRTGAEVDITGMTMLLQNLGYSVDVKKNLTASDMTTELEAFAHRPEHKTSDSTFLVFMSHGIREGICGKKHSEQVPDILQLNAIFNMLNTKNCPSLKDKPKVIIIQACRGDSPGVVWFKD
Target sequence (P29466 317-404 limits assumed): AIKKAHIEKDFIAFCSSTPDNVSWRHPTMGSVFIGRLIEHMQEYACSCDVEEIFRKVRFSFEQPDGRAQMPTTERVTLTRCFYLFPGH
BRCT PPI green: qHTS Assay for Inhibitors of BRCT-Phosphoprotein Interaction (Green Fluorophore); BRCA1 BRCT-phosphopeptide binding, green fluorescence polarization; AID 875, 2007; actives 0.05% (n = 75,000); Potency, µM (top dose mostly 76.9 µM), for inactives: at the top dose activity change, negative = inhibition, hits mostly inhibitors;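 also: potency is read from the fitted curve at half-maximal effect; plate controls were peptide without protein for full effect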
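Compounds were incubated for 12 min at room temperature with a complex of 100 nM fluorescein-tagged pBACH1 decapeptide and 250 nM His-tagged BRCT protein. Buffer was phosphate pH 7.3 with EDTA, DTT and Tween 20. Disruption of binding lowers the polarization signal.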
CRE Fsk mod: Cell signaling CRE-BLA (Fsk stim) | CHO CRE-bla reporter (cAMP response element driving beta-lactamase), forskolin EC10, beta-lactamase ratio | Potency, µM (titrated, usually from 38.2 µM), inactives show at the top dose activity change, negative = inhibition, actives largely listed as activators | actives 2.5% (n = 71,000) | AID 662, 2007; active = well fitted activation curve with a large enough effect in the signal ratio, with a control signal flat, not every such curve was filed as active; inconclusive = small, poorly fitted or top-dose-only effect, or effect the other way, or a change in a side signal; the % refers to the signal ratio; also: potency is read from the fitted curve at half-maximal effect; % of control where 0% means no effect
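Using CellSensor CRE-bla CHO cells in Opti-MEM with 0.5% dialyzed FBS, compounds were titrated with EC10 NKH 477 for 3 h at 37 °C. CCF4 ratio (460/530 nm) gave %Activity; AC50 derived.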
BRCT PPI red: qHTS Assay for Inhibitors of BRCT-Phosphoprotein Interaction (Red Fluorophore); Breast cancer type 1 susceptibility protein (Homo sapiens), P38398; BRCT-phosphopeptide binding, red fluorescence polarization; Potency, µM (top dose mostly 76.9 µM), inactives show at the highest dose activity change, negative = inhibition, actives largely listed as inhibitors; actives 0.03% (n = 75,000); also: % is scaled to controls: 0 for no effect and ±100 for the full control effect
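Fluorescence polarization: 100 nM His-tagged BRCA1 BRCT with 100 nM TAMRA-labelled phospho-BACH1 decapeptide, phosphate buffer pH 7.3 with 150 mM NaCl, DTT, 0.01% Tween 20; 12 min RT. Binding inhibition seen as FP decrease.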
A350 autofl: qHTS Assay for Spectroscopic Profiling in A350 Spectral Region | Compound autofluorescence, 340/450 nm, Alexa 350 dye-equivalents; hits give high values | max dye-equivalent concentration, M | actives 11% (n = 59,000) | AID 590, 2007; in the data active = max dye-equivalent concentration above about 10 nM; inconclusive = mostly about 1.1 nM to 9.6 nM
Luciferase inh: qHTS Assay for Inhibitors of Firefly Luciferase. purified firefly luciferase, luminescence, 8 min. Potency, µM (highest dose often 57.1 µM), for the others: at the top dose activity change, negative = inhibition, usual class: inhibitors. actives 2.2% (n = 72,000). AID 411, 2009; also: potency is read from the fitted curve at half-maximal effect; % is scaled to controls: 0 for no effect and ±100 for the full control effect; nearly all actives have a fitted effect of over 40% in size
Target sequence (P08659 whole entry, looked up): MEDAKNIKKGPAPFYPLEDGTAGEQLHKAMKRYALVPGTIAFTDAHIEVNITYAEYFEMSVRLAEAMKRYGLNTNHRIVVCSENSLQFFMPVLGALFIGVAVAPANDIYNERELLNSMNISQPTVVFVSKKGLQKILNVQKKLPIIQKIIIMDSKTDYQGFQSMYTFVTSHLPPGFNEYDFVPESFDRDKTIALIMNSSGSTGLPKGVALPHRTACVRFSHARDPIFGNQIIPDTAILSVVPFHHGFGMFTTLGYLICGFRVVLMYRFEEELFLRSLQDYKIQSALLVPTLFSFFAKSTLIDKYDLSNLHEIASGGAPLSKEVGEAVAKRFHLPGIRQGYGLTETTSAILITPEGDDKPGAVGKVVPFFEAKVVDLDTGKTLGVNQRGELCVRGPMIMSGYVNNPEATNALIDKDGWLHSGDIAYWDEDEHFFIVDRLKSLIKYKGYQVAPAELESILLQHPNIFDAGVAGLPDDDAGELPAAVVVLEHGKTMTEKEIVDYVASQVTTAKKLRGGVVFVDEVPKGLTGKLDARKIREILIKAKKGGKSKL
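Titration-based qHTS; buffer 50 mM imidazole pH 7.2, 50 mM KCl, 7 mM MgCl2, 10 uM ATP, 0.01% Tween 20, 0.05% BSA; luciferase/luciferin detector mix added after compound; 8 min, ambient; luminescence.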
USP2a inh: qHTS Assay for Inhibitors of Ubiquitin-specific Protease USP2a | Ubiquitin carboxyl-terminal hydrolase 2 (Homo sapiens), O75604 | USP2a enzymatic assay, qHTS inhibition | Potency, µM (top dose mostly 38.3 µM), for the others: at the top dose activity change, negative = inhibition, most hits filed as inhibitors | actives 0.1% (n = 60,000) | AID 927, 2007;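 also: potency is read from the fitted curve at half-maximal effect; nearly all actives have a fitted effect of over 60% in size; plate controls were DMSO for no effect and NEM full inhibition control for full effect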
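Inhibition is measured in a cell-free coupled assay with 20 nM USP2 core, 20 nM Ub-PLA2 and 20 uM NBD C6-HPC, 2.5 h incubation. Activity normalized to NEM control.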
The depositor's hits bear a star; i = inactive; ? = inconclusive; / = no result given; [ ] = remark or other dose. Unless noted, calls follow the shape of the dose curve; as a rule, active = well fitted curve in the direction sought with a large enough effect; inconclusive = small, poorly fitted or top-dose-only effect, or another doubt; inactive = no such curve, though single readings can be large; an effect the other way counts as inactive or inconclusive. No enrichment for hits, and some 16% of all compounds hit somewhere here.

canonical_smiles,Casp1 inh,HEK293 cAMP cs,USP2a inh,ERK AVP inh,Tau fil binding,CRE Fsk mod,BRCT PPI green,BRCT PPI red,Caspase-7 inhib,Luciferase inh,A350 autofl
CCOC(=O)C1=C(C)Nc2nc(C)nn2C1c1cc(OC)ccc1OC (stereo unspecified),1%,-1%,/,3%,-8%,-4%,-2.0%,0.3%,-1%,2%,/
C[C@@H](N)/C(N)=N/O,1%[11.5 µM],2%[11.4 µM],/,0%[11.5 µM],7%[11.4 µM],10%[7.6 µM],0.3%[15.4 µM],-0.8%[15.4 µM],1%[11.5 µM],1%[11.4 µM],i
Cn1c(=O)[nH]c(=O)c2c1nc1n2CCCS1,1%,21%,0%,?,-4%,10%,-2.1%,-0.3%,0%,0%,i
O=C(CSc1nc2ccccc2s1)N1CCN(C(=O)c2ccco2)CC1,1%,1%,7%,9%,16%,-8%,-0.9%,-1.0%,0%,3%,i
Cc1ccc(C(=O)Nc2ccc3c(c2)OCO3)cc1S(=O)(=O)N1CCCC1,-2%,13%,20%,?,2%,?,-1.3%,0.5%,3%,-23%,i
O=C(O)/C=C\c1c2ccc(=O)c(O)c-2oc2c(O)c(O)ccc12,-6%[11.5 µM],6%[11.4 µM],/,?,5µM*,1%[7.6 µM],6.3µM*,?,-20%[11.5 µM],-4%[11.4 µM],i
CC(C)C(=O)Nc1ccc(C(=O)NCc2cccnc2)cc1,0%,-2%,-3%,-19%,8%,-6%,-1.4%,-1.5%,5%,2%,i
CC(C)(C)[Si](C)(C)c1c2c(nc3ccc(OCc4ccccc4)cc13)-c1cccc(=O)n1C2,-7%,8%,/,26%,-28%,7.9µM*,-1.4%,-0.1%,-12%,/,/
O=c1cc(-c2ccc(O)c(O)c2)oc2cc(OC3OC(CO)C(O)C(O)C3O)cc(O)c12 (stereo unspecified),-2%,/,/,-35%,/,/,-1.9%,0.6%,-4%,/,/
CC1C2CC(C(CN(C)C)/C2=N/O)C1(C)C (stereo unspecified),1%,2%[11.4 µM],0%[7.66 µM],7%,2%[11.4 µM],?,-1.4%,-0.2%,1%,0%,/
Cc1ccc(-c2cc(-c3ccccc3Cl)[nH]n2)c(O)c1,-4%,-10%,?,-27%,0%,?,0.5%,-0.2%,-10%,10µM*,/
CCOCCCNC(=O)C1CCCN1S(=O)(=O)c1ccc(Cl)cc1 (stereo unspecified),0%,3%,18%,3%,-9%,2%,-5.8%,-0.6%,1%,0%,i
COC(=O)CCSCC(=O)Nc1nnc(C)s1,1%,6%,/,/,-10%,4%,1.5%,1.5%,-1%,2%,/
O=C(Nc1ccc(N2CCN(C(=O)c3ccc(Cl)cc3)CC2)cc1)c1cccnc1,-1%,-15%,25%,?,10µM*,-17%,-1.8%,0.0%,-1%,3%,i
COc1ccc(OC)c(S(=O)(=O)N(C)CC(=O)N2CCN(c3cccc(Cl)c3)CC2)c1,-1%,20%,11%,?,21%,-18%,-1.8%,0.1%,-3%,-1%,i
COCOc1ccc(Br)cc1C(=O)/C=C\c1ccc2c(c1)OCO2,-5%[11.5 µM],21%[11.4 µM],/,14%[11.5 µM],/,/,1.5%[15.4 µM],1.8%[15.4 µM],-4%[11.5 µM],2%[11.4 µM],/
O=C(Cc1ccc(Cl)c(Cl)c1)OCC(=O)c1ccc[nH]1,-2%,5%,15%,?,3%,-5%,7.8%,0.3%,-7%,1%,i
Nc1ccc(CN2CCN(c3ccc4ccccc4n3)CC2)cc1,0%,8%,-10%,5%,-7%,?,-2.9%,-0.7%,-1%,2%,i
CSc1ccc(S(=O)(=O)NCc2ccc(Cl)cc2)cc1,0%,25%,4%,43%[activator],-3%,18%,0.5%,0.0%,0%,1%,i
CCOC(=O)c1cc2occc2n1CC(=O)N1CCOCC1,-5%,10%,/,-9%,1%,-6%,-2.8%,0.4%,0%,1%,i
CCN(CC)C(=O)COc1ccc(CC(=O)O)cc1OC,0%,-16%,-6%,-18%,4%,-2%,1.5%,0.6%,-1%,-6%,/
C#CCCCO/N=C1/C[C@@H](O)[C@@H](O)[C@@H]2[C@H]3C(=O)N(c4ccc(F)cc4F)C(=O)[C@@H]3CC[C@H]12,-2%[11.5 µM],-4%[11.4 µM],/,3%[11.5 µM],/,/,1.2%[15.4 µM],0.1%[15.4 µM],0%[11.5 µM],0%[11.4 µM],/
COc1ccccc1Oc1coc2cc(OC(=O)N3CCOCC3)ccc2c1=O,-1%,5%,2%,-8%,-2%,-7%,-0.9%,0.0%,1%,1%,i
CCOc1cccc(C2C(C(=O)c3ccc(C)o3)=C(O)C(=O)N2Cc2ccncc2)c1 (stereo unspecified),-1%,2%,257%[activator],6%,-2%,-3%,-2.3%,-0.5%,-2%,4%,?
COc1cccc(Oc2cnc(N)nc2-c2ccc(OC)cc2O)c1,-8%,6%,-13%,-17%,-21%,13%,1.6%,-0.8%,-11%,-2%,5.7e-08M*
COc1ccccc1CNc1ncnc2ccc(-c3ccc(C(=O)N(C)C)cc3)cc12,-3%,18%,258%[activator],?,21%,?,-0.2%,0.2%,-3%,-1%[2.29 µM],i
CCCCn1c(SCc2ccc(Cl)cc2)nc2c1c(=O)[nH]c(=O)n2C,0%,?,?,8%,21%,?,1.8%,-0.5%,-2%,-3%,i
O=c1ccc2ccc(O)c(O)c2o1,2%,-4%,3%,-2%,0%,-5%,-1.6%,-1.6%,1%,-7%,?
COc1ccc(C)cc1-n1nnnc1SCc1cc(=O)n2cc(C)ccc2n1,1%,20%,19%,-15%,5%,25%,2.6%,-0.3%,-4%,2%,3e-08M*
CCOc1cc(C)c(C(C)C)cc1S(=O)(=O)N1CC(C)OC(C)C1 (stereo unspecified),-1%,21%,5%,-3%,10%,4%,-3.8%,-1.2%,0%,1%,i
Cc1cc(N(C)C)nc(SC(C)C)n1,3%,?,-1%,2%,-10%,0%,-2.2%,-1.7%,-2%,4%,i
OCCNc1ncnc2nc[nH]c12,2%[11.5 µM],0%[11.4 µM],/,-5%[11.5 µM],2%[11.4 µM],-3%[7.6 µM],0.3%[15.4 µM],1.3%[15.4 µM],0%[11.5 µM],1%[11.4 µM],i
O=C(c1ccc(S(=O)(=O)N2CCCC2)cc1)N1CCCc2ccccc21,0%,13%,4%,?,11%,-3%,-0.1%,1.2%,1%,4%,/
Cc1ccc(-n2nnc3c(=O)n(CC(=O)NCC4CCCO4)cnc32)cc1 (stereo unspecified),1%,1%,-1%,7%,-24%,-19%,0.0%,-1.0%,-1%,3%,i
CCSc1nc2nc(C)cc(C)n2n1,0%,3%,2%,13%,-30%,?,-0.4%,0.2%,1%,2%,i
O=C(CCCCCn1c(=O)[nH]c2ccsc2c1=O)N1CCN(C2CCCCC2)CC1,0%,0%,/,/,16%,-3%,0.0%,-0.1%,1%,3%,/
Cc1ccc2oc(=O)n(CC(=O)O)c2c1,3%,9%,/,-5%,4%,-2%,-0.7%,-1.4%,-2%,-2%,/
CS(=O)(=O)NCCSCc1c(F)cccc1Cl,0%,3%,6%,-10%,-1%,-1%,1.2%,-0.7%,1%,-2%,/
CCCC(=O)OCC(=O)Nc1cc(C(C)(C)C)nn1-c1ccccc1,4%,-1%,4%,-6%,1%,8%,-0.3%,-0.9%,-1%,0%,i
O=C(O)c1cccc(N2C(=O)CSC2c2c(F)cccc2Cl)c1 (stereo unspecified),2%,1%,-5%,-15%,5%,-7%,-0.1%,0.2%,1%,3%,i
CC(C)OCCCN1C(=O)c2ccccc2C1C(=O)NC1CCCCC1 (stereo unspecified),0%,?,10%,-4%,11%,-2%,-0.5%,-0.2%,0%,2%,?
